Assay outcomes: PubChem, National Center for Advancing Translational Sciences (NCATS)
Vif-A3G inh: qHTS for Inhibitors of Vif-A3G Interactions: qHTS; DNA dC->dU-editing enzyme APOBEC-3G (Homo sapiens), Q9HC16; HeLa A3G-eYFP + Vif (tagged APOBEC3G with the HIV-1 protein that degrades it), YFP fluorescence, overnight; Potency, µM (series often up to 46.1 µM), for inactives: top-dose activity, negative = active, usual class: inhibitors; hit rate 0.076% among 410,000; AID 602310, 2012;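 further: potency means the concentration at half of the fitted maximal effect; on the % scale 0 is the no-effect control and ±100 the full control effect; nearly all actives have a fitted effect of over 60% in size; hits raise eYFP signal because A3G escapes Vif-driven loss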
Target sequence (Q9HC16 whole entry, looked up): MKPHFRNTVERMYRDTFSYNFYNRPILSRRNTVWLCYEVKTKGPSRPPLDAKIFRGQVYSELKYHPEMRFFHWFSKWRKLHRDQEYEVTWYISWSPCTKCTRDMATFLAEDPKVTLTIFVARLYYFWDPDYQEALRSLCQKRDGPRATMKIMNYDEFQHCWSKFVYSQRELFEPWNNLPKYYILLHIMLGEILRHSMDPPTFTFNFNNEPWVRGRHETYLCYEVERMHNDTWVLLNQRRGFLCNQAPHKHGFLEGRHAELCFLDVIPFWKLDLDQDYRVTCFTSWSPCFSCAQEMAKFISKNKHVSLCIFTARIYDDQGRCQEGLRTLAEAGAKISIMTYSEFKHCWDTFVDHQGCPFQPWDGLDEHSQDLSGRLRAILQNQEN
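Read-out is eYFP fluorescence (Ex 488/Em 500-530) from Vif-expressing HeLa A3G-eYFP cells; more signal means A3G escaped Vif-mediated degradation. Cells plated overnight, compound pinned in, incubated overnight at 37 deg C.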
D1 agonist: Allosteric Agonists of the Human D1 Dopamine Receptor: qHTS; D(1A) dopamine receptor (Homo sapiens), P21728; HEK293 T-REx D1 cells, calcium flux, agonist mode; activation, % at 2 µM; hit rate 1% among 360,000; AID 504660, 2011; in the data active means activation above about 30%; further: 0% is about no effect
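Inducible HEK293 T-REx D1 cells, force-coupled to calcium signalling, were plated at 4000 cells/well with tetracycline and held overnight at 30 C. After no-wash calcium dye loading, compound-evoked calcium rise over 180 s flagged agonists.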
D2 potentiator: HTS Assay for Positive Allosteric Modulators of the Human D2 Dopamine Receptor: Primary Screen for Potentiators | D(2) dopamine receptor (Homo sapiens), P14416 | hit rate 0.34% among 340,000 | potentiation, % at 10 µM | HEK293 T-REx D2, calcium flux, EC20 dopamine potentiation;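 active means potentiation over 3 SD above the plate norm, cut at about 30% in these data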; further: 0% is about no effect
Target sequence (P14416 whole entry, looked up): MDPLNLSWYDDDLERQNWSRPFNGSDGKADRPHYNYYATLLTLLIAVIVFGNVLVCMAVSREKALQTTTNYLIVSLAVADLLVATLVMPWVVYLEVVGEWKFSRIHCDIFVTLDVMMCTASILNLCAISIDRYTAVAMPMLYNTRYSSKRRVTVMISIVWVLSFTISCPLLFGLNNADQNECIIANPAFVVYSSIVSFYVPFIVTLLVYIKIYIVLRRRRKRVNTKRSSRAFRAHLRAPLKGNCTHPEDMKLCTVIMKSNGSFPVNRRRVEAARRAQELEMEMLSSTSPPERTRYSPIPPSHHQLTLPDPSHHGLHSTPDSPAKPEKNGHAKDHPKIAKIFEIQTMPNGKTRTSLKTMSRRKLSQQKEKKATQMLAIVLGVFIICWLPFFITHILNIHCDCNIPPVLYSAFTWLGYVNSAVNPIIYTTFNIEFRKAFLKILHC
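Potentiation of an EC20 dopamine calcium response is measured in a force-coupled, tetracycline-inducible Hek293 Trex D2 line. Compound-only kinetic reads over 180 s flag agonists before dopamine addition.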
LDHA block: qHTS assay for inhibitors of human lactate dehydrogenase; L-lactate dehydrogenase A chain (Homo sapiens), P00338; purified LDHA, NADH/diaphorase-resazurin fluorescence; active compounds read low; activity change, % (values are at about 110 or 230 µM); hit rate 0.15% among 480,000; AID 1347041, 2019; in the data active means activity change below about -30%; inconclusive means mostly about -25% to -30%;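 further: plate controls were DMSO wells for no effect and wells without enzyme for full effect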
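Human LDH5 at 2 nM final in Tris HCl pH 7.4 with 0.06 mM NADH and 0.2 mM pyruvate, reacted 5 minutes at room temperature. Remaining NADH coupled via diaphorase/resazurin; resorufin fluorescence read at 0 and 20 minutes, normalized to enzyme-free and DMSO wells.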
D1 potentiator: Potentiators of Human D1 Dopamine Receptor: qHTS; D(1A) dopamine receptor (Homo sapiens), P21728; HEK293 TREx D1 cells, calcium flux, dopamine EC20 potentiation; potentiation, % at 10 µM; hit rate 0.036% among 360,000; AID 504651, 2011; in the data active means potentiation above about 30%; further: 0% is about no effect
Glioma ERSR ind: qHTS for Inducers of the Endoplasmic Reticulum Stress Response (ERSR) in Human Glioma: qHTS; Potency, µM, for the others: at the highest dose activation, hits mostly activators; hit rate 0.02% among 420,000; AID 602332, 2012; U87-MG GRP78 promoter luciferase reporter, 16 h; further: potency means the concentration at half of the fitted maximal effect; series mostly up to about 76 µM; % of control where 0% means no effect; nearly all actives have a fitted effect of over 35% in size
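ERSR induction read as luciferase luminescence (Bright-Glo, 10 min at room temperature) in stably transfected human U87-MG glioma cells exposed to compounds for 16 h, using GRP78 as sensor.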
D1 antagonist: Antagonist of Human D 1 Dopamine Receptor: qHTS; D(1A) dopamine receptor (Homo sapiens), P21728; HEK293 TREx D1 cells, calcium flux, dopamine EC80; active compounds read low; activity change, negative = inhibition, % at 10 µM; hit rate 3.2% among 360,000; AID 504652, 2011; in the data active means activity change below about -30%; further: on the % scale 0 is the no-effect control and ±100 the full control effect
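Using tetracycline-induced force-coupled D1 Hek293 cells and a calcium dye, signals were followed for 180 s after compound, then for 180 s after EC80 dopamine, to detect inhibitors.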
Vif-A3F inh: qHTS for Inhibitors of Vif-A3F Interactions: qHTS; Potency, µM (top dose mostly 46.1 µM), without a hit: at the highest dose activity, negative = active; hit rate 0.2% among 390,000; AID 602313, 2012; HeLa A3F-eYFP + Vif (tagged APOBEC3F with the HIV-1 protein that degrades it), YFP fluorescence increase; further: potency means the concentration at half of the fitted maximal effect; % of control where 0% means no effect; nearly all actives have a fitted effect of over 65% in size
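HeLa cells stably expressing Vif plus C-terminally eYFP-tagged A3F were seeded, incubated overnight at 37 deg C, dosed with compound, incubated overnight again at 37 deg C. Yellow fluorescence (Ex 488/Em 500-530) reported blocked Vif-mediated A3F-eYFP degradation.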
RXFP1 ag: qHTS Assay for Agonists of the Relaxin Receptor RXFP1. Relaxin receptor 1 (Homo sapiens), Q9HBX9. HEK293T-RXFP1 cAMP TR-FRET, 30 min; response scale: percent of porcine relaxin response, buffer zero. Potency, µM (top dose mostly 57.5 µM), inactives show at the highest dose activation, usual class: activators. hit rate 0.3% among 370,000; further: potency means the concentration at half of the fitted maximal effect; on the % scale 0 is the no-effect control and ±100 the full control effect; nearly all actives have a fitted effect of over 60% in size; many of its hits are not listed in these tables
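HEK293 cells stably expressing RXFP1, treated 30 min at 37C with compounds plus PDE4 inhibitor Ro 20174; cAMP measured by HTRF TR-FRET. Normalized to buffer and 29 nM porcine relaxin; EC50 by Hill fit.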
* marks the source's active call; other numbers are inactive results; ? = inconclusive; . = not tested or not shown; & = joins results of further samples. Unless noted, the call rests on the fitted dose curve; in most records, active means well fitted curve in the direction sought with a large enough effect; inconclusive means small, poorly fitted or top-dose-only effect, or another doubt; inactive means no such curve, though single readings can be large; an effect the other way counts as inactive or inconclusive. A portion of the library; the hit share may differ from the screen's.

entry | SMILES | Vif-A3G inh | D1 agonist | D2 potentiator | LDHA block | D1 potentiator | Glioma ERSR ind | D1 antagonist | Vif-A3F inh | RXFP1 ag
1 | CCC(=O)c1ccc(OCC(O)CNCCc2ccc(Cl)cc2)cc1 (stereo not drawn) | -1% | 62* | -8 | -1 | -6 | -8% | -15 | -7% | 0.0%
2 | COc1ccc(NC(=O)CN(C)C(=O)C23CC4CC(CC(C4)C2)C3)cc1 | -3% | 1 | 3 | -9 | 6 | -5% | 7 | ? | 5.7%
3 | COc1cccc(CNC(=O)C2CCN(S(=O)(=O)c3ccccc3)CC2)c1 | -4% | 1 | -2 | -3 | -3 | -4% | 18 | 4% | 1.6%
4 | COc1cc(OC)cc(C(=O)NCCS(=O)(=O)N2CCN(Cc3ccccc3)CC2)c1 | 2% | 1 | -9 | 4 | -2 | -3% | -21 | 0% | 0.6%
5 | O=C(CCN1C(=O)/C(=C/c2ccccc2)SC1=S)NC1CCS(=O)(=O)C1 (stereo not drawn) | 8% | 12 | 0 | -2 | -3 | 2% | -11 | 1% | -4.1%
6 | COc1ccc(-c2cn3cccnc3n2)cc1NC(=O)c1cc(OC)c(OC)c(OC)c1 | -12% | 0 | 4 | -6 | 5 | 4% | 2 | -7% | 8.9%
7 | Cc1[nH]c2ccc(OCc3ccccc3)cc2c1CCN1C(=O)OC(C)(C)C1(C)O (stereo not drawn) | -3% | 1 | -3 | -3 | -7 | -3% | 8 | 1% | 0.5%
8 | CC(=O)Nc1ccc(NC(=O)CC2Sc3ccccc3NC2=O)cc1 (stereo not drawn) | 1% | 5 | 12 | 3&0 | -1 | -1% | -7 | -8% | 1.3%
9 | COCCCNC(=O)CC1C[C@H](C(=O)N2CCOCC2)[C@@]2(C)c3[nH]c4ccc(OC)cc4c3CCN2C1=O (stereo partly drawn) | 4% | . | . | 2 | . | -2% | . | -1% | .
10 | Cc1ccc(OCC(=O)N/N=C2\CC(=O)CC(C)(C)C2)c(Br)c1 | -1% | -1 | -4 | -7 | 0 | 8% | 5 | 3% | -1.8%
11 | O=S(=O)(NCC1CCCO1)c1cnc(Cl)c(Br)c1 (stereo not drawn) | -3% | 2 | 5 | -6 | -4 | -5% | 18 | 3% | 0.3%
12 | Cc1ccccc1-c1ccc2c(c1)O[C@H](CN(C)C(=O)C1CC1)[C@@H](C)CN([C@@H](C)CO)S2(=O)=O | -5% | . | . | -14 | . | ? | . | -5% | .
13 | Cc1ccc(NC(=O)CCNC(=O)c2ccc(Br)cc2)cc1S(=O)(=O)N1CCOCC1 | 0% | 2 | 13 | -1 | -5 | -4% | 17 | 4% | -0.3%
14 | CSc1ccc(CCNC(=O)c2c(C)oc3ncn(C)c(=O)c23)cc1 | -3% | 4 | -11 | 0 | 0 | -2% | -6 | -6% | 1.5%
15 | CCCc1nc2nc(C)c(NS(=O)(=O)c3ccc4c(c3)CCCC4)c(=O)n2[nH]1 | -5% | -2 | -8 | -1 | -2 | -7% | 6 | -3% | -2.0%
16 | c1ccc(-c2nn[nH]n2)nc1 | -2% | 4 | 4 | -8 | 0 | -6% | -2 | -4% | 0.0%
17 | COc1cc2c(C#N)c(N3CCN(C)CC3)nc(N)c2c(N)n1 | . | 0 | -3 | . | -4 | . | -2 | . | 6.1%
18 | C/C(=N/NC(=O)c1cc(-c2cccc([N+](=O)[O-])c2)n[nH]1)c1ccc(Cl)cc1 | 5% | 6 | . | -5 | 1 | 0% | 5 | -4% | 0.4%
19 | Cc1ccc(S(=O)(=O)NCC(C)NS(=O)(=O)c2ccccc2[N+](=O)[O-])cc1 (stereo not drawn) | -12% | 2 | 2 | -9 | -10 | -1% | -3 | -3% | -0.4%
20 | CCCOC(=O)COC(=O)c1ccccc1NC(=O)c1ccccc1 | -8% | 5 | . | 0 | 4 | -3% | 2 | ? | -0.9%
21 | CC(C)(C)OC(=O)N1CCC(c2c(C(=O)N3CCN(c4ccccc4F)CC3)cnn2C(C)(C)C)CC1 | 0% | 0 | -5 | 4 | -6 | -2% | -10 | 7% | -0.8%
22 | CCC(Oc1ccc(F)cc1)C(=O)Nc1cc(-c2ccc(C)cc2)no1 (stereo not drawn) | -3% | 21 | 1 | 1 | 0 | -2% | 18 | -6% | -1.2%
23 | CC1CCN(C(=O)c2ccc(Br)c(S(=O)(=O)N3CCOCC3)c2)CC1 | 0% | 2 | -3 | -4 | -5 | -1% | 7 | 6% | 6.4%
24 | COCCCn1c(C)cc(C(=O)CN2c3cccc4cccc(c34)S2(=O)=O)c1C | -4% | 4 | -15 | 1 | -3 | 8% | -10 | 1% | 3.6%
25 | Cc1ccc2nc(-c3cc(NC(=O)COc4ccc(C)c(C)c4)ccc3Cl)oc2c1 | 4% | 4 | -4 | -5 | -3 | 0% | -3 | 4% | 0.2%
26 | COc1ccc(NC(=O)O/N=C/c2ccncc2)cc1 | -10% | 1 | . | 6 | -1 | 4% | 5 | 5% | 0.7%
27 | COc1ccc(S(=O)(=O)N2CCCCC2)cc1NC(=O)CSc1nccn1C | 0% | 4 | 9 | -8 | 2 | -5% | -23 | 8% | 5.3%
28 | O=C(CC1C(=O)NCCN1Cc1ccc(F)cc1)NC1CCCCCCC1 (stereo not drawn) | 5% | 4 | -9 | 1 | -3 | -4% | -25 | -18% | 3.1%
29 | COc1ccccc1NC(=O)CSc1cn(CC(=O)N2CCCC2)c2ccccc12 | 1% | 3 | 6 | 2 | -5 | -4% | -4 | 0% | 1.2%
30 | Cc1ccc(NC(=O)C(Cc2ccccc2)NS(=O)(=O)c2cccs2)cc1Cl (stereo not drawn) | 3% | 6 | -1 | 3 | 0 | -3% | -42* | -8% | 2.8%
31 | CCC(=O)N1CCc2cc(Br)cc(S(=O)(=O)N3CCCCCC3)c21 | 3% | -1 | 6 | -5 | -3 | -4% | 3 | 7% | 0.9%
32 | CCOc1cc(/C=C2\SC(=O)N=C2N)ccc1O | -20% | 1 | -8 | 0 | -12 | -7% | -15 | -3% | 0.8%
33 | CCOC(=O)C1(CCc2ccccc2)CCN(C(=O)CCc2cnn(C)c2)CC1 | 0% | 0 | -2 | -6 | 2 | -5% | -19 | 0% | -0.8%
34 | CCN1/C(=C/c2cc[n+](C)cc2)C=Cc2cc(C)ccc21 | ? | 3 | 0 | 27 | -4 | -4% | 7 | 13µM* | -0.7%
35 | O=C(c1ccc2c(=O)n(Cc3ccc(Cl)cc3)c(=S)[nH]c2c1)N1CCOCC1 | -9% | -1 | -7 | -1 | -2 | -13% | -12 | 2% | -0.3%
36 | CC(=O)NS(=O)(=O)c1ccc(NC(=S)NC(=O)C(C)(C)C)cc1 | 2% | 0 | 33* | -6 | -1 | -5% | -1 | -15% | 0.1%
37 | COc1ccc(-c2c(-c3cc(OC)cc(OC)c3)n(C)c3ccc(-c4cccc5[nH]ccc45)cc23)cc1 | -9% | -2 | 16 | -4 | 6 | -2% | . | -3% | 0.1%
38 | CCc1ccc(C2CC(=O)Nc3c2c(C)nn3-c2nc(C)cc(C)n2)cc1 (stereo not drawn) | 0% | 5 | 18 | 0 | 0 | -2% | 4 | -19% | -3.7%
39 | CCCNS(=O)(=O)c1ccc(CCC(=O)N2CCN(c3ccc(F)cc3)CC2)cc1 | -5% | 0 | 2 | -2 | 0 | -3% | 0 | 3% | 1.4%
40 | CC1=C(C(=O)Nc2ccccc2)C(c2ccc(C)cc2)N=C(Nc2nc3ccccc3o2)N1 (stereo not drawn) | ? | 0 | -4 | -3&-8 | -2 | -1% | 8 | 10µM* | 3.7%
41 | CCCn1c(SCC(=O)NCc2ccc(C)cc2)n[nH]c1=O | 7% | 2 | -1 | -3 | -9 | -7% | 6 | 23% | 0.1%
42 | O=C(NCCc1c[nH]c2ccccc12)C(=O)NCC1OCCCN1S(=O)(=O)c1ccccc1 (stereo not drawn) | 1% | 3 | 4 | -10 | 1 | -5% | -20 | 5% | -1.1%
43 | CN(CC(=O)Nc1ccc(Cl)c(Cl)c1)C(=O)CNC(=O)Cc1ccccc1 | 0% | 4 | -11 | -2 | -6 | -1% | -10 | -13% | -1.4%
44 | COc1ccc(C(c2c(NC(=O)c3ccco3)sc(C)c2C)N2CCOCC2)cc1OC (stereo not drawn) | 14% | 1 | . | -2 | 1 | -4% | 19 | 0% | 0.1%
45 | O=C(CSc1nnc(NC(=O)C2CC2)s1)Nc1ccc(F)cc1F | -3% | 1 | 1 | -2 | 2 | -2% | -5 | 5% | 1.1%
46 | COc1ccc(CNC(=O)CN2C(=O)CCSc3ccc(S(=O)(=O)N4CCCC4)cc32)cc1 | 3% | -1 | -6 | -3 | -12 | -2% | 4 | 0% | 1.9%
47 | CC(C)n1nnnc1-c1cccc(Cl)c1 | 1% | 2 | -3 | 5 | 15 | -3% | -1 | -1% | -0.2%

A second format for some results above.
44) COc1ccc(C(c2c(NC(=O)c3ccco3)sc(C)c2C)N2CCOCC2)cc1OC (stereo not drawn)
45) O=C(CSc1nnc(NC(=O)C2CC2)s1)Nc1ccc(F)cc1F

assay / entry	44	45
Vif-A3G inh	14%	-3%
D1 agonist	1	1
D2 potentiator	.	1
LDHA block	-2	-2
D1 potentiator	1	2
Glioma ERSR ind	-4%	-2%
D1 antagonist	19	-5
Vif-A3F inh	0%	5%
RXFP1 ag	0.1%	1.1%
